# From PubChem BioAssay
# EPAC1 ag: EPAC1 (human) agonism; EPAC1 agonist qHTS, biochemical assay; response scale: 100% = response to 6.5 mM cAMP; Potency, µM (series often up to 154 µM), inactives show at the top dose activation, actives largely listed as activators; actives 0.073% (n = 360,000); AID 720707; note: potency is the fitted concentration of half-maximal effect; nearly all actives have a fitted effect of over 60% in size
#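 Fluorescent GDP-exchange assay: 100 nM EPAC1 with 250 nM Rap1B preloaded with BODIPY-GDP and 50 uM GDP; compounds tested as concentration series, 5 min at room temperature, then read every 5 min for 30 min (ex 480/em 540 nm); normalized to 6.5 mM cAMP.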
# EPAC1 antagonist: antagonists of human EPAC1 | EPAC1 GEF assay, Rap1b-BODIPY-GDP exchange fluorescence | Potency, µM (series often up to 115 µM), inactives show at the highest dose activity change, negative = inhibition, hits mostly inhibitors | actives 0.14% (n = 360,000) | AID 720709;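 note: potency is the fitted concentration of half-maximal effect; plate controls were vehicle for no effect and positive control for full effect; nearly all actives have a fitted effect of over 50% in size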
# PI5P4K alpha inh: PI5P4K alpha (human) kinase inhibition. PI5P4Kalpha enzyme, ADP-Glo luminescence, 60 min; active compounds read low. max response, %. actives 1.2% (n = 330,000); active = max response of -50% or lower; inconclusive = between -30% and -50%; inactive = -30% or higher; note: value at the top dose of about 77 µM; % is set by controls: 0 for no effect and ±100 for the full control effect
#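 Luminescence from ADP-Glo served as readout of PI5P4Kalpha activity in a qHTS format. Reaction: enzyme, substrate, compound, ATP at 5 microM final, 60 min at RT.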
# Abeta yeast res: compounds reversing amyloid beta toxicity in yeast | yeast expressing A-beta42, growth rescue, OD600, 48 h; response scale: 0% DMSO, 100% iron-clioquinol control | Potency, µM (titrated, usually from 46.1 µM), inactives show top-dose growth rescue, actives largely listed as activators | actives 0.063% (n = 410,000) | AID 1347071; note: potency is the fitted concentration of half-maximal effect; nearly all actives have a fitted effect of over 55% in size
#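 Yeast A-beta toxicity model in growth medium with pinned compounds, 48 h at 30 C; growth read as absorbance at 600 nm. Normalized to FeCl3/clioquinol equimolar mix (positive) and DMSO (negative).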
# PLK1 PBD block: PLK1 (human) polo-box domain binding inhibition; Plk1 PBD binding of FITC phosphopeptide, fluorescence polarization; actives 2.8% (n = 360,000); Potency, µM, inactives show max response, negative = inhibition, actives largely listed as inhibitors; P53350; note: potency is the fitted concentration of half-maximal effect; series mostly up to about 57 µM; % is set by controls: 0 for no effect and ±100 for the full control effect; nearly all actives have a fitted effect of over 65% in size
# Target sequence (P53350 whole entry, looked up, the tested form may be a part): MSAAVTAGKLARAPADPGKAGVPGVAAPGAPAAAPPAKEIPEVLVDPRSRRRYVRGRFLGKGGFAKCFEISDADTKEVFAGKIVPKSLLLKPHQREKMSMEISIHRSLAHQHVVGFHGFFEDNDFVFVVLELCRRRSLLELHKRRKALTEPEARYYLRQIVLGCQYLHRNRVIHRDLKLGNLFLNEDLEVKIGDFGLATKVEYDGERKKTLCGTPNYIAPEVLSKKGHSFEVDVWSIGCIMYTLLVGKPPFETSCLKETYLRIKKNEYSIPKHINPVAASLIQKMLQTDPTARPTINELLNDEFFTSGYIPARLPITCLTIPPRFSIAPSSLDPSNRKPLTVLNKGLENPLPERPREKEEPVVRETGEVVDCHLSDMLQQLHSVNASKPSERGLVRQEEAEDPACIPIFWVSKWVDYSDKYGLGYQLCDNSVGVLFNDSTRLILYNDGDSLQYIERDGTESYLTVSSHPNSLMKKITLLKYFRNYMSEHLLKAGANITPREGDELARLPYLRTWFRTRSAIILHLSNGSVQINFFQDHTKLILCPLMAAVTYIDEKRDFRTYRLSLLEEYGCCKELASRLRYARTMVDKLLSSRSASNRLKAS
# aSyn rescue: inhibitors of alpha-synuclein toxicity in yeast; Potency, µM (top dose mostly 46.1 µM), for the others: top-dose growth rescue (activation), most hits filed as activators; actives 0.14% (n = 370,000); Yeast expressing alpha-synuclein, growth rescue, BacTiter-Glo, 24 h; AID 652106; note: potency is the fitted concentration of half-maximal effect; % of control where 0% means no effect; nearly all actives have a fitted effect of over 65% in size
#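 Screening used galactose-induced yeast with toxic alpha-synuclein levels, exposed to compound for 24 hr at 30 deg C. Cell growth, read with BacTiter-Glo luminescence, gave the measured signal.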
# WRN inhibitor: WRN helicase (human) inhibition. Potency, µM (top dose mostly 114 µM), for inactives: at the highest dose activity change, negative = inhibition, actives largely listed as inhibitors. actives 0.46% (n = 360,000). AID 651768. WRN helicase unwinding, fluorescent forked duplex, kinetic. Q14191; note: potency is the fitted concentration of half-maximal effect; % is set by controls: 0 for no effect and ±100 for the full control effect; nearly all actives have a fitted effect of over 55% in size
#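 Screening of the MLSMR collection measured strand separation of a quenched forked DNA duplex (100 nM) by 20 nM WRN with 2 mM ATP, all final. Compounds were preincubated with enzyme 15 min at room temperature.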
# FUS yeast rescue: rescues growth of FUS-expressing yeast; S. cerevisiae FUS-expressing, growth rescue, OD600, 24 h; actives 0.24% (n = 390,000); Potency, µM (series often up to 76.6 µM), for inactives: top-dose growth rescue (activation), usual class: activators; AID 1347120;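 note: potency is the fitted concentration of half-maximal effect; plate controls were DMSO vehicle for no effect and reference control for full effect; nearly all actives have a fitted effect of over 55% in size; some results filed as inactive show a strong effect at the top dose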
#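 Galactose (2%) drives FUS expression in yeast precultured in raffinose; seeding density OD 0.005. Test compounds incubated 24hr at 30C and 99% humidity before absorbance at 600 nm was measured.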
# IL2 activator: activators of IL-2; actives 0.065% (n = 360,000); IL-2 activation reporter assay, cell-based qHTS; stimulated with anti-CD3/CD4/CD28 beads; in transgenic mouse T cells; activation, % (series mostly up to about 46 µM); in the data active = activation above about 50%; inconclusive = mostly about 30% to 49%; note: 0% is about no effect
#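 Readout is EGFP and DsRed signal by fluorescent plate cytometry after 18 h at 37 degrees C. Transgenic mouse T cells (750/well) received compound for 60 min before bead stimulation (anti-CD3, anti-CD4, anti-CD28); memory T cells served as non-tolerant control.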
# An asterisk follows results filed as active; ? = inconclusive; · = no result given; [ ] = dose if it differs, or a comment. Unless noted, calls come from the whole dose curve; as a rule, active = well fitted curve in the direction sought with a large enough effect; inconclusive = small, poorly fitted or top-dose-only effect, or another doubt; inactive = no such curve, though single readings can be large; an effect the other way counts as inactive or inconclusive. The order is random; about 4.1% have a hit in one of these screens.
smiles,EPAC1 ag,EPAC1 antagonist,PI5P4K alpha inh,Abeta yeast res,PLK1 PBD block,aSyn rescue,WRN inhibitor,FUS yeast rescue,IL2 activator
O=[N+]([O-])c1ccc2c(c1)c1ccccc1n2CCO,1%,19%,0,6%,0%,24%,-1%,8%,0.1
Cc1noc(C)c1COc1ccc(C(=O)OCC(=O)Nc2ccc(S(N)(=O)=O)cc2)cc1,-5%,-22%,7,-15%,-2%,6%,-1%,-8%,0.4
Cc1ccc(C23CC4CC(CC(C(N)=O)(C4)C2)C3)cc1,-1%,-14%,1,13%,-8%,4%,0%,15%,-0.1
O=S(=O)(c1cccc2ccccc12)N1CCSC1,3%,8%,1,17%,-14%,21%,-2%,5%,0.0
COC(=O)c1c(NC(=O)COC(=O)[C@@H](NS(=O)(=O)c2ccccc2)C(C)C)sc2c1CCC2,-13%,-19%,-2,-3%,-7%,12%,-11%,·,2.1
CCOc1ccc(S(=O)(=O)NC(C)(C)C)cc1-c1nc2c(C(C)(C)C)nn(C)c2c(=O)[nH]1,19%,?,·,-4%,-5%,-2%,-25%,0%,-3.2
COc1ccc(CC(=O)Nc2cccc(C(=O)NN3C(=O)c4ccccc4C3=O)c2C)cc1,-3%,-1%,7,-1%,-4%,-11%,1%,·,1.6
CCOC(=O)N1CCN(C(=O)CN(c2ccc(OC)c(OC)c2)S(C)(=O)=O)CC1,4%,3%,·,-5%,-8%,1%,5%,15%,-0.9
O=C(NCC1CCCO1)c1cccnc1Nc1ccccc1F (stereo not drawn),-3%,-2%,·,18%,1%,0%,-5%,1%,-2.8
COc1cc(/C=N/NC(=O)c2ccc(CN3C(=O)c4cccc5cccc3c45)cc2)cc(OC)c1O,-11%,5%,1,20%,8%,4%,-16%,?,-1.1
COc1ccc(C2(C(=O)Nc3ccc(C(=O)O)cc3)CCOCC2)cc1,0%,2%,-3,-11%,-6%,-7%,15%,16%,-2.3
Cc1ccc(N(CC(=O)NCC2CCCO2)C(=O)CCC(=O)Nc2nccs2)cc1C (stereo not drawn),0%,-1%,0,4%,1%,4%,1%,30%,0.3

# A second format for part of the listing above:
Cc1ccc(C23CC4CC(CC(C(N)=O)(C4)C2)C3)cc1
  EPAC1 ag: -1% | EPAC1 antagonist: -14% | PI5P4K alpha inh: 1 | Abeta yeast res: 13% | PLK1 PBD block: -8% | aSyn rescue: 4% | WRN inhibitor: 0% | FUS yeast rescue: 15% | IL2 activator: -0.1
O=S(=O)(c1cccc2ccccc12)N1CCSC1
  EPAC1 ag: 3% | EPAC1 antagonist: 8% | PI5P4K alpha inh: 1 | Abeta yeast res: 17% | PLK1 PBD block: -14% | aSyn rescue: 21% | WRN inhibitor: -2% | FUS yeast rescue: 5% | IL2 activator: 0.0
COC(=O)c1c(NC(=O)COC(=O)[C@@H](NS(=O)(=O)c2ccccc2)C(C)C)sc2c1CCC2
  EPAC1 ag: -13% | EPAC1 antagonist: -19% | PI5P4K alpha inh: -2 | Abeta yeast res: -3% | PLK1 PBD block: -7% | aSyn rescue: 12% | WRN inhibitor: -11% | FUS yeast rescue: · | IL2 activator: 2.1
CCOc1ccc(S(=O)(=O)NC(C)(C)C)cc1-c1nc2c(C(C)(C)C)nn(C)c2c(=O)[nH]1
  EPAC1 ag: 19% | EPAC1 antagonist: ? | PI5P4K alpha inh: · | Abeta yeast res: -4% | PLK1 PBD block: -5% | aSyn rescue: -2% | WRN inhibitor: -25% | FUS yeast rescue: 0% | IL2 activator: -3.2

# (next part)
smiles,EPAC1 ag,EPAC1 antagonist,PI5P4K alpha inh,Abeta yeast res,PLK1 PBD block,aSyn rescue,WRN inhibitor,FUS yeast rescue,IL2 activator
CN(C)C(/C=C/Nc1cccc([N+](=O)[O-])c1)=C(C#N)C#N,7%,12%,-4,4%,-11%,0%,-5%,0%,-1.3
NCCCn1c(C(=O)c2cc(Cl)c(N)c(Cl)c2)c2ccc([N+](=O)[O-])cc2[n+]1[O-],-8%,-7%,?,2%,-15%,?,-6%,28%,-0.8
CCOc1cc(CN2CCC(n3nccc3NC(=O)C3CC3)CC2)ccc1O,11%,-5%,3,·,0%,-13%,1%,-4%,0.0
C(=N\n1cnnc1)/c1ccc(-c2ccccc2)cc1,-8%,15%,10,-3%,-6%,6%,-14%,14%,-0.1
COc1ccc(NC(=O)CSc2nnc(Cc3cccn3C)n2-c2ccc(F)cc2)cc1OC,5%,-17%,-2,7%,-11%,-3%,4%,15%,-1.2
CCc1nnc(NC(=O)C2CC(=O)N(C3CCCC3)C2)s1 (stereo not drawn),5%,4%,-2,-5%,-16%,-3%,-1%,3%,0.6
CCC(=O)N1CCc2cc(S(=O)(=O)N3CCN(c4cc(C)ccc4C)CC3)ccc21,-7%,7%,2,1%,3%,3%,-5%,-1%,-0.2
O=C(NC(c1ccccc1)c1ccccc1)c1ccc(CO)cc1,-2%,9%,19,-2%,-8%,?,-4%,2%,1.4
Cc1cccc(NC(=O)N(C)Cc2cccs2)c1,-2%,2%,-1,14%,3%,1%,3%,-1%,1.1
Cc1cccc(NC(=O)c2ncn3c2C(=O)N(C)CC3)c1,0%,5%,3,-2%,-5%,0%,-3%,-2%,-2.2
Cc1ccccc1CN1CCNC(=O)C1CC(=O)O (stereo not drawn),-26%,6%,-5,-15%,-9%,0%,-1%,-5%,-2.9
O=C(CCNC(=O)N1CCn2c1nc1ccccc12)NCc1ccc(F)cc1,5%,3%,4,6%,-18%,-8%,-2%[57.1 µM],10%,-2.0
